# Screening results (PubChem BioAssay)
# RSV CPE inhibition: RSV antiviral activity via CPE protection, HEp-2 cells, primary 10 µM value included (AID 2391) | hit rate 0.13% among 310,000 | HEp-2 cells, RSV-induced CPE inhibition; higher % means a stronger effect | CPE inhibition, % at 10 µM, or IC50 in µM where a hit was titrated; in the data active means a potency from the dose series; inconclusive means CPE inhibition mostly from about 23% at the one dose, without a potency; inactive means the rest, 99 in 100 with CPE inhibition below about 21%; further: strong numbers were not always called active
# K1F lysis inhibition: protection from phage-mediated lysis, alamar blue read-out – E. coli UTI89, K1F phage, bacterial capsule biogenesis inhibitors (AID 488966). inhibition, % at 100 µM; hits with a dose series show IC50 in µM. E. coli UTI89 K1F phage lysis, alamar blue, 2 h; higher % means a stronger effect. hit rate 0.02% among 340,000;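 active means phage lysis inhibition, versus mean bacterial control, above a set limit; inconclusive means no clear call, values can overlap the other calls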;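 further: capsule biogenesis inhibitors block K1F phage lysis so surviving cells raise fluorescence; higher fluorescence means more inhibition of phage lysis; actives were called in the ten point dose series up to 300 µM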
# AID2073: inhibitors of Mint1-CaV2.2 protein interaction, biochemical, HTRF (AID 2073); HTRF protein-protein interaction, Mint1-CaV2.2; higher % means a stronger effect; inhibition, % at 20 µM, or IC50 in µM where a hit was titrated; hit rate 0.19% among 290,000; in the data active means inhibition mostly above about 51%, no sharp cut-off; inconclusive means no clear call, values can overlap the other calls; inactive means mostly below about 53%; further: some results filed as inactive read as strong as hits
# NTR1 ag: NTR1-driven beta-arrestin-GFP spot formation – imaging, U2OS cells, high content, primary screen (AID 493036). P30989. agonist mode. hit rate 0.17% among 330,000. activation, % at 20 µM;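 active means activation at or above 40% of the spot to cytoplasm intensity ratio, with at least 20 cells analyzed; inconclusive means wells under 20 cells, flagged as cytotoxic or low count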;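 further: 0% = DMSO without peptide and 100% = 100 nM NTR1 peptide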
# Target sequence (P30989 whole entry, looked up): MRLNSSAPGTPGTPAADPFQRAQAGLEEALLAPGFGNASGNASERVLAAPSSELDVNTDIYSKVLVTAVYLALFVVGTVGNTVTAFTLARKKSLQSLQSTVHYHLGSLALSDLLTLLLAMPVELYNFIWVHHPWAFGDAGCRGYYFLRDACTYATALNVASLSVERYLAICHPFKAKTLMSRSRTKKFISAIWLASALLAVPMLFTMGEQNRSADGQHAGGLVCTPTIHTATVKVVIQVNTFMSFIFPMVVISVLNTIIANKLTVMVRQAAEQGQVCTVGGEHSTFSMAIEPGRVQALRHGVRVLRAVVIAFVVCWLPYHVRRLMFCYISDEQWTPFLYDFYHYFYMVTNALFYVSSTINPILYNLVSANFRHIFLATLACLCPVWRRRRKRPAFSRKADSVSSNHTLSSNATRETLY
# West Nile antiviral: inhibition of WNV-induced cytopathic effect – cell-based, CPE readout (AID 1621); West Nile virus-infected cells, CPE inhibition; higher % means a stronger effect; CPE inhibition, % at 10 µM, or IC50 in µM where a hit was titrated; hit rate 0.02% among 290,000; in the data active means a potency from the dose series; inconclusive means CPE inhibition mostly from about 3.7% at the one dose, without a potency; inactive means the rest, 99 in 100 with CPE inhibition below about 2.2%; further: strong numbers were not always called active
# Dengue-2 NS5 capping: flavivirus cap methylation enzyme inhibition – biochemical, confirmation dose response, primary screen (AID 588689) | one-dose inhibition, % at 25 µM; IC50 in µM for titrated hits | Dengue-2 NS5 methyltransferase capping enzyme assay, biochemical; higher % means a stronger effect | hit rate 0.3% among 340,000; in the data active means a potency from the dose series; inconclusive means inhibition above about 29% without an active follow-up result
# SIAH1 antagonists: blockers of Siah-1 interaction with plectin peptide – biochemical, fluorescence polarization, rhodamine-plectin, uHTS, primary screen (AID 1817); hit rate 0.02% among 290,000; Siah-1 / rhodamine-plectin peptide fluorescence polarization; higher % means a stronger effect; one-dose displacement, % at 20 µM; IC50 in µM for titrated hits;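 active means displacement of at least 50% at 20 µM, with a fluorescence ratio check between 0.3 and a set limit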;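 further: plate controls were Siah plus tracer with DMSO for no effect and tracer alone without Siah for full effect; strong numbers were not always called active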
# Rac1 GTP hydrolysis: MgcRacGAP GTPase-activating activity inhibitors, confirmation, biochemical, ADP Hunter fluorescence | MgcRacGAP-stimulated Rac1 GTP hydrolysis, ADP Hunter fluorescence; higher % means a stronger effect; GST-tagged Rac1 F28L mutant substrate | one-dose inhibition, % at 30 µM; IC50 in µM for titrated hits | hit rate 0.6% among 340,000 | AID 624330;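 active means first-screen hits whose inhibition reached a set limit at any dose in the follow-up dose series; inconclusive means inhibition above the set first-screen limit but never retested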;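 further: fluorescence reports GDP produced by GAP-driven GTP hydrolysis; strong numbers were not always called active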
# Large T inhibition: TAg ATPase/helicase activity blockers – biochemical (AID 1903); SV40 large T antigen ATPase/helicase inhibition assay; higher % means a stronger effect; inhibition, % at 20 µM, or IC50 in µM where a hit was titrated; hit rate 0.39% among 310,000; in the data active means a potency from the dose series; inconclusive means inhibition mostly from about 32% at the one dose, without a potency; inactive means the rest, 99 in 100 with inhibition below about 32%; further: strong numbers were not always called active
# NTR1 ag cell count 20 µM: also measured in NTR1 ag; calls as there; cell count; measured here: cell count, cytotoxicity flag
# The depositor's hits bear a star; ? = inconclusive; . = not tested or not shown; [ ] = dose if it differs, or a comment.
SMILES,RSV CPE inhibition,K1F lysis inhibition,AID2073,NTR1 ag,NTR1 ag cell count 20 µM,West Nile antiviral,Dengue-2 NS5 capping,SIAH1 antagonists,Rac1 GTP hydrolysis,Large T inhibition
CC(C)COc1ccc(C(=O)Nc2scc(-c3ccc(Cl)cc3Cl)c2C(N)=O)cc1,5.3%,0.0%,33%,5.3,93,.,5%,0%,11%,3%
CN(CCO)C(=O)c1ccc(-c2nn(C)c(=O)c3ccccc23)cc1,1.6%,1.6%,-12%,2.1,61,-0.4%,4%,0%,3%,-2%
Cc1ccc(S(=O)(=O)N2CCN(C(=O)CCc3nc4ccccc4c(=O)[nH]3)CC2)c(C)c1,-2.5%,0.7%[50 µM],.,2.7,57,.,-4%,.,5%,8%
CCn1cc(C(=O)OCC(=O)N(C)C2CCS(=O)(=O)C2)c(=O)c2ccc(C)nc21 (stereo not drawn),-1.5%,0.2%,2%,-1.1,54,0.0%,1%,4%,12%,13%
Cc1ccc(NC(=O)C2=NNC(=O)CC2)cc1F,5.5%,1.0%,1%,-0.1,55,-0.3%,-6%,4%,8%,3%
O=C(NCC(c1ccc(F)cc1)N1CCOCC1)c1ccc(Br)o1 (stereo not drawn),-1.0%,0.3%,4%,-1.3,47,-0.1%,1%,3%,3%,21%
COc1ccc(-c2nn(-c3ccccc3)cc2C2CC(c3cccs3)=NN2C(=O)CCC(=O)O)cc1 (stereo not drawn),10%,-0.1%,18%,-0.1,55,-0.1%,-13%,3%,6%,19%
O=C(Cc1ccc(Cl)cc1)Nc1cccc(S(=O)(=O)N2CCCCC2)c1,5.7%,-0.1%[50 µM],.,3.6,57,.,-4%,.,5%,.
O=C(NCc1ccc(F)cc1)C1CCCN(C(=O)Nc2ccc(F)cc2)C1 (stereo not drawn),0.3%,0.2%,3%,-1.5,43,-1.4%,2%,3%,2%,4%
Fc1cccc(F)c1-c1nc2c(s1)CCc1onc(-c3ccc(Br)cc3)c1-2,3.0%,0.5%,.,2.3,90,1.5%,-4%,.,-8%,6%
O=C(CSc1ncccn1)N1CCCCCC1,.,-0.1%[50 µM],.,-1.7,59,.,-1%,.,9%,.
C/C(=N\Nc1ccc([N+](=O)[O-])cc1[N+](=O)[O-])c1cc2c(ccc3ccccc32)oc1=O,1.9%,.,3%,0.7,37,-0.6%,.,1%,.,4%
CCOC(=O)c1sc2ncnc(NCc3ccco3)c2c1C,11%,-0.2%,47%,-0.3,59,1.8%,-20%,-9%,5%,19%
Cc1ccccc1N(C(=O)CS(=O)CC(=O)Nc1ccc(F)cc1)C(C)C(=O)NC(C)(C)C (stereo not drawn),1.1%,0.3%,0%,0.0,51,-0.8%,-2%,-4%,0%,4%
COc1ccc(NS(=O)(=O)c2ccc3nc(COc4ccc(Cl)c(C)c4)[nH]c3c2)cc1,8.4%,-1.7%,11%,7.4,38,-1.1%,-5%,6%,5%,21%
CCN1C(=O)C(C(=O)NC(C)c2ccccc2)C2CC1(C)Oc1ccccc12 (stereo not drawn),3.4%,3.6%,5%,-0.5,43,-1.4%,-5%,1%,3%,9%
CC(/C=C/c1ccc2c(c1)OCO2)=N/NC(=O)c1ccncc1,1.2%,0.5%,-10%,1.6,58,0.2%,-10%,-1%,7%,4%
N#C/C(=C\C=C\c1ccccc1)c1nc(-c2ccc(Cl)cc2)cs1,6.1%,0.4%,33%,3.6,95,-0.8%,-5%,3%,6%,15%
Cc1nnc(NC(=O)c2sc3nc(-c4cccs4)cc(C(F)(F)F)c3c2N)s1,6.5%,-0.2%,39%,-1.4,44,0.1%,?,12%,11%,14%
O=c1c2ccccc2ncn1Cc1ccc(Cl)c(Cl)c1,3.3%,-0.5%,9%,-1.1,62,-0.3%,-9%,-3%,2%,6%
COc1cccc(NC(=O)C2CCCN(S(C)(=O)=O)C2)c1 (stereo not drawn),3.0%,0.2%,0%,-0.6,61,0.5%,0%,-2%,12%,5%
CN(CC(=O)Nc1ccc(F)c(F)c1F)C(=O)C1CC(=O)N(c2ccc3c(c2)OCCO3)C1 (stereo not drawn),-0.4%,1.6%[50 µM],.,-2.0,51,.,-2%,.,4%,21%
CSc1nnc([C@H](Cc2c[nH]c3ccccc23)NC(=O)OC(C)(C)C)o1,.,-1.4%,-3%,4.1,63,1.0%,-5%,4%,-5%,17%
CCOCCCNCC(=O)Nc1ccc(S(=O)(=O)NC(C)CC)cc1 (stereo not drawn),-0.4%,0.0%,2%,-1.4,57,-0.1%,-5%,-7%,19%,14%
Cc1ccc(C2CC2c2n[nH]c(=S)n2-c2ccc(Cl)cc2)cc1 (stereo not drawn),-1.7%,8.3%,6%,1.6,60,0.0%,-5%,-1%,-2%,2%
O=c1cc(N2CCC3(CC2)OCCO3)[nH]c(=O)n1C1CCCCC1,.,1.4%,4%,-0.4,47,0.2%,-7%,-2%,16%,11%
O=C(CCC(=O)N1CCN(S(=O)(=O)c2ccc(Cl)cc2)CC1)Nc1ccc2ccccc2c1,10%,2.2%,-10%,5.4,43,-1.5%,-4%,5%,2%,15%
O=C(O)c1[nH]c2ccccc2c1CC(=O)N1CCN(c2ccccc2)CC1,-0.2%,-0.4%,-6%,-1.1,94,0.1%,-3%,2%,8%,9%
Cc1csc2ncc(C(=O)Nc3ccccc3Cl)c(=O)n12,1.7%,1.6%,25%,7.9,53,-0.1%,-5%,18%,-3%,9%
O=C(Nc1ccc(Cl)cc1Cl)c1ccc2c(=O)n3c(nc2c1)CCC3,5.5%,0.5%[50 µM],.,12,47,.,-4%,.,7%,4%
Cc1cc(SCC(=O)NC2CC2)nc2ccccc12,.,0.9%[50 µM],.,-1.3,50,.,1%,.,5%,.
CCc1c(C)nc2ncnn2c1Nc1ccc(C)c(C)c1,1.9%,0.4%,11%,-0.6,36,0.2%,1%,19%,7%,21%
Cc1ccc(C(=O)NC(C)c2ccc(F)cc2)cc1 (stereo not drawn),0.3%,2.1%,8%,0.6,38,.,-1%,-4%,2%,10%
O=C(CNS(=O)(=O)Cc1ccccc1)NCc1ccccc1,0.2%,0.1%,5%,0.8,58,-0.6%,-2%,3%,3%,11%
CCN(CCCn1c(=S)[nH]c2ncccc2c1=O)c1ccccc1,0.6%,0.4%,9%,-0.3,74,0.1%,2%,4%,8%,6%
COC(C[C@@H]1O[C@H]1C(=O)COCc1ccccc1)OC,0.5%,0.9%,.,0.1,64,0.1%,3%,.,10%,8%
O=C(/C=C/Nc1ccc(Nc2ccccc2)cc1)c1cccs1,.,-0.4%,12%,.,.,-1.1%,-62%,-8%,230µM*,11%
COC(=O)C1=C(C)N(CC2CC2)C(=NCc2cccc(C(F)(F)F)c2)N[C@H]1c1ccccc1,.,5.6%,.,0.1,73,.,-20%,.,6%,.
COC(=O)c1ccccc1Nc1ccnc(Cl)n1,6.2%,-1.3%,.,0.4,43,.,5%,.,-3%,-1%
CCOC(=O)C1=NNC(C(=O)c2ccc(Cl)cc2)C1c1ccccc1 (stereo not drawn),3.1%,0.5%[50 µM],2%,3.7,47,-1.3%,-6%,6%,3%,30%
O=C(Nc1ccccc1C(F)(F)F)c1ccccc1Br,-0.2%,0.1%,-8%,-0.8,56,-0.7%,-4%,4%,3%,8%

# Structural class: the compounds so far with fluorine (10)
SMILES,RSV CPE inhibition,K1F lysis inhibition,AID2073,NTR1 ag,NTR1 ag cell count 20 µM,West Nile antiviral,Dengue-2 NS5 capping,SIAH1 antagonists,Rac1 GTP hydrolysis,Large T inhibition
Cc1ccc(NC(=O)C2=NNC(=O)CC2)cc1F,5.5%,1.0%,1%,-0.1,55,-0.3%,-6%,4%,8%,3%
O=C(NCC(c1ccc(F)cc1)N1CCOCC1)c1ccc(Br)o1 (stereo not drawn),-1.0%,0.3%,4%,-1.3,47,-0.1%,1%,3%,3%,21%
O=C(NCc1ccc(F)cc1)C1CCCN(C(=O)Nc2ccc(F)cc2)C1 (stereo not drawn),0.3%,0.2%,3%,-1.5,43,-1.4%,2%,3%,2%,4%
Fc1cccc(F)c1-c1nc2c(s1)CCc1onc(-c3ccc(Br)cc3)c1-2,3.0%,0.5%,.,2.3,90,1.5%,-4%,.,-8%,6%
Cc1ccccc1N(C(=O)CS(=O)CC(=O)Nc1ccc(F)cc1)C(C)C(=O)NC(C)(C)C (stereo not drawn),1.1%,0.3%,0%,0.0,51,-0.8%,-2%,-4%,0%,4%
Cc1nnc(NC(=O)c2sc3nc(-c4cccs4)cc(C(F)(F)F)c3c2N)s1,6.5%,-0.2%,39%,-1.4,44,0.1%,?,12%,11%,14%
CN(CC(=O)Nc1ccc(F)c(F)c1F)C(=O)C1CC(=O)N(c2ccc3c(c2)OCCO3)C1 (stereo not drawn),-0.4%,1.6%[50 µM],.,-2.0,51,.,-2%,.,4%,21%
Cc1ccc(C(=O)NC(C)c2ccc(F)cc2)cc1 (stereo not drawn),0.3%,2.1%,8%,0.6,38,.,-1%,-4%,2%,10%
COC(=O)C1=C(C)N(CC2CC2)C(=NCc2cccc(C(F)(F)F)c2)N[C@H]1c1ccccc1,.,5.6%,.,0.1,73,.,-20%,.,6%,.
O=C(Nc1ccccc1C(F)(F)F)c1ccccc1Br,-0.2%,0.1%,-8%,-0.8,56,-0.7%,-4%,4%,3%,8%

# Compound profiles, as listed above. Order of screens: RSV CPE inhibition	K1F lysis inhibition	AID2073	NTR1 ag	NTR1 ag cell count 20 µM	West Nile antiviral	Dengue-2 NS5 capping	SIAH1 antagonists	Rac1 GTP hydrolysis	Large T inhibition
# `COC(=O)C1=C(C)N(CC2CC2)C(=NCc2cccc(C(F)(F)F)c2)N[C@H]1c1ccccc1` is listed with .	5.6%	.	0.1	73	.	-20%	.	6%	.
# `CCN1C(=O)C(C(=O)NC(C)c2ccccc2)C2CC1(C)Oc1ccccc12` (stereo not drawn) is listed with 3.4%	3.6%	5%	-0.5	43	-1.4%	-5%	1%	3%	9%
